SW480 rerep = inducers of DNA re-replication in SW480 colon cancer cells. Potency, µM (doses to about 46.1 µM), for the others: at the top dose re-replication activation, actives largely listed as activators. SW480 DNA re-replication, Hoechst DNA content imaging, 48 h. 1.8% of 340,000 active; further: potency means the concentration at half of the fitted maximal effect; % of control where 0% means no effect; nearly all actives have a fitted effect of over 55% in size
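SW480 cells exposed to compounds for 48 hr at 37 C, 5% CO2, then Hoechst-stained 40 min. Nuclear DNA content imaged by fluorescence scanning (405 nm excitation, 500-530 nm emission); re-replication scored as increased high-intensity nuclei.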
WRN helicase inh = blocks human WRN helicase; Potency, µM (titrated, usually from 114 µM), without a hit: at the top dose activity change, negative = inhibition, hits mostly inhibitors; WRN helicase unwinding, fluorescent forked duplex, kinetic; Q14191; 0.46% of 360,000 active; AID 651768; further: potency means the concentration at half of the fitted maximal effect; on the % scale 0 is the no-effect control and ±100 the full control effect; nearly all actives have a fitted effect of over 55% in size
Target sequence (Q14191 whole entry, looked up): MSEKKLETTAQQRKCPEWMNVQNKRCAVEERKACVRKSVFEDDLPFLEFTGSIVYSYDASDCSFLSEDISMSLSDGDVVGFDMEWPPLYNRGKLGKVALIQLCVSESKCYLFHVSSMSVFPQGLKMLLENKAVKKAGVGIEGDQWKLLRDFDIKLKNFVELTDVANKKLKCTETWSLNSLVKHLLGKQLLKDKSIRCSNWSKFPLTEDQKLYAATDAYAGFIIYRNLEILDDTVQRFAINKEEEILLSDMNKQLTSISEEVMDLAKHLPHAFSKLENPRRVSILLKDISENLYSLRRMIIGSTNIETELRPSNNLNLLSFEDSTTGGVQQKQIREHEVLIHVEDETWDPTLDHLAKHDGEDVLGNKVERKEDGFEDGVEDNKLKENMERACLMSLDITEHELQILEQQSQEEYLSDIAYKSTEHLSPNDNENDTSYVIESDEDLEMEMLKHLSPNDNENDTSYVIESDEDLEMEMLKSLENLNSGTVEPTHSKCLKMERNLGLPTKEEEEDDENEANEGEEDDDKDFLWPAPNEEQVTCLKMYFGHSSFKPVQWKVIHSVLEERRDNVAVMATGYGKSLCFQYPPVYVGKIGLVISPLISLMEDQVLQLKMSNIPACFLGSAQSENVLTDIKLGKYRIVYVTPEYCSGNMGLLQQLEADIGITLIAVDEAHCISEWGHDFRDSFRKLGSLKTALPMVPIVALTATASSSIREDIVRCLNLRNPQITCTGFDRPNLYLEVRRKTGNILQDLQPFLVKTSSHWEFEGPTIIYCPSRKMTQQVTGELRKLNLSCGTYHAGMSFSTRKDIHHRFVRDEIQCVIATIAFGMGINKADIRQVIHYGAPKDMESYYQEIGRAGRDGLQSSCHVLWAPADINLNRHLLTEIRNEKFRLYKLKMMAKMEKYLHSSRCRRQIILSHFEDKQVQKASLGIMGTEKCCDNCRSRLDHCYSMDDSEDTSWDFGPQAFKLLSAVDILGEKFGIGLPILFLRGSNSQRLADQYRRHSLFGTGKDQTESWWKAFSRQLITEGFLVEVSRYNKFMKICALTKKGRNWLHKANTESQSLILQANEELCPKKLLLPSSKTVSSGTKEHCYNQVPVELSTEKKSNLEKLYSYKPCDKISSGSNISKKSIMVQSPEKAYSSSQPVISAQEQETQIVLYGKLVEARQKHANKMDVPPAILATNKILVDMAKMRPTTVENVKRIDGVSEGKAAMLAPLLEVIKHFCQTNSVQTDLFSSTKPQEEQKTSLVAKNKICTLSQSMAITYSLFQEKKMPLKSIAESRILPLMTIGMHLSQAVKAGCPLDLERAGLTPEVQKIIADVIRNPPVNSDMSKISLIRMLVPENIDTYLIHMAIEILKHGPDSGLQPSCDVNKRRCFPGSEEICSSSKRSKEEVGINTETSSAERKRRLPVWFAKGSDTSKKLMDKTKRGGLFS
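Primary qHTS, 1536-well format. 20 nM WRN + compound, 15 min RT; start with 100 nM forked fluorophore/quencher duplex, 2 mM ATP (final); kinetic read ex 525/em 598 nm.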
HT1080 IDH1KD tx = kills HT-1080 cells with IDH1 knockdown. HT-1080 IDH1 knockdown viability, ATP luminescence, 48 h. Potency, µM (series often up to 46.1 µM), without a hit: at the highest dose activity, negative = toxicity, hits mostly cytotoxic. 2% of 360,000 active. AID 686971;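 further: potency means the concentration at half of the fitted maximal effect; 0% = DMSO wells and -100% = cell-free medium wells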
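After a 2 h attachment period, IDH1KD HT-1080 cells took pin-transferred compound for 48 h at 37 °C; ATP-based luminescence after 10 min room-temperature reagent incubation reported viability.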
MCF10A rereplic = induces DNA re-replication in MCF 10a normal breast cells | MCF 10A DNA re-replication, Hoechst nuclear intensity, 48 h | Potency, µM (series often up to 46.1 µM), without a hit: at the top dose activity, positive = re-replication, usual class: activators | 2.9% of 350,000 active | AID 624296; further: potency means the concentration at half of the fitted maximal effect; % of control where 0% means no effect; nearly all actives have a fitted effect of over 50% in size
KB-V1 cytotox = KB-V1 MDR subline cytotoxicity; KB-V1 MDR cells viability, CellTiter-Glo, 72 h; 3.4% of 400,000 active; Potency, µM (titrated, usually from 46.1 µM), for the others: at the highest dose activity change, negative = cytotoxicity, hits mostly cytotoxic; AID 1347076; further: potency means the concentration at half of the fitted maximal effect; on the % scale 0 is the no-effect control and ±100 the full control effect; nearly all actives have a fitted effect of over 60% in size
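Cytotoxicity toward P-gp-expressing KB-V1 cells was determined as loss of CellTiter-Glo luminescence after 72 h at 37 degrees C. Compounds were tested in quantitative HTS format across a concentration range, with curves fitted to normalized data.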
HT1080NT lethal = kills 2HG-producing HT-1080-NT fibrosarcoma cells; HT-1080-NT fibrosarcoma viability, CellTiter-Glo ATP luminescence, 48 h; Potency, µM (series often up to 46.1 µM), inactives show at the top dose activity, negative = less viability, actives largely listed as cytotoxic; 1.6% of 360,000 active;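 further: NT is the 2HG producing partner of a matched IDH1 knockdown line; potency means the concentration at half of the fitted maximal effect; 0% = DMSO-treated cells and -100% = media-only wells without cells; nearly all actives have a fitted effect of over 55% in size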
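Toxicity toward the 2HG-producing NT line was scored as %Activity, normalised to DMSO and no-cell wells, from CellTiter-Glo luminescence after 48 hours' treatment.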
ATXN2 expr inh = reduces ATXN2 reporter expression in HEK-293 cells; HEK-293 ATXN2-luciferase reporter, luminescence, 24 h; Potency, µM (top dose mostly 57 µM), for inactives: at the top dose activity change, negative = inhibition, hits mostly inhibitors; 0.72% of 360,000 active; further: potency means the concentration at half of the fitted maximal effect; on the % scale 0 is the no-effect control and ±100 the full control effect; nearly all actives have a fitted effect of over 55% in size
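ATXN2-luciferase reporter cells (luciferase flanked by upstream and downstream ATXN2 gene portions) were treated 24 h at 37 °C with compounds at up to 57 uM. SteadyGlo luminescence gave expression; GF-AFC fluorescence gave viability.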
IL-1B inflam inh = blocks inflammasome-driven IL-1 beta release | THP-1 LPS/ATP IL-1B secretion, AlphaLISA, 16 h; stronger effect = lower value | 4.7% of 360,000 active | activity change, % at 57.5 µM; in the data active means activity change below about -50%; inconclusive means mostly about -30% to -49%; further: on the % scale 0 is the no-effect control and ±100 the full control effect
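THP-1 cells pretreated 1 hr with compounds (up to 57.5 uM final), then stimulated with LPS (250 ng/mL final) plus ATP (1.25 mM final); secreted IL-1B measured by AlphaLISA after 16 hr, decreased signal indicating inhibition.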
KB-3-1 tox = kills parental KB-3-1 adenocarcinoma cells; Potency, µM (doses to about 46.1 µM), for the others: top-dose activity change, negative = cytotoxic, most hits filed as cytotoxic; KB-3-1 viability, CellTiter-Glo ATP luminescence, 72 h; 1.4% of 400,000 active; further: potency means the concentration at half of the fitted maximal effect; on the % scale 0 is the no-effect control and ±100 the full control effect; nearly all actives have a fitted effect of over 60% in size
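72 h, 37 °C compound treatment of KB-3-1 parental cells; CellTiter-Glo added, 10 min, luminescence read. Data corrected against DMSO-only plates and normalized before curve fitting.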
* hit, by the source's call; ? = inconclusive; · = no result given; & = joins results of further samples; [ ] = dose if it differs, or a comment. Unless noted, the call rests on the fitted dose curve; in most records, active means well fitted curve in the direction sought with a large enough effect; inconclusive means small, poorly fitted or top-dose-only effect, or another doubt; inactive means no such curve, though single readings can be large; an effect the other way counts as inactive or inconclusive.

item	structure	KB-3-1 tox	HT1080 IDH1KD tx	HT1080NT lethal	IL-1B inflam inh	KB-V1 cytotox	MCF10A rereplic	SW480 rerep	ATXN2 expr inh	WRN helicase inh
1	C=CCC(CC=C)(NC(=O)c1ccccc1)c1ccccc1	3%	0%	6%	9	1%	-15%	-4%	-4%	7%
2	CCc1ccc(NC(=O)C2CCCN(S(C)(=O)=O)C2)cc1 (stereo unspecified)	-3%	-14%	12%	-3	-4%	-1%	-1%	1%	14%[57.1 µM]
3	O=C1C(=O)N(c2ccccn2)C(c2cccc(F)c2)/C1=C(/O)c1ccccc1 (stereo unspecified)	-4%	-1%	12%	10	-5%	-1%	?	·	1%
4	COc1cc2c(cc1OC)C(C)N(S(=O)(=O)c1ccc(Cl)nc1)CC2 (stereo unspecified)	3%	-2%	-1%	22	-8%	-4%	3%	·	0%
5	COc1ccc(N2C(=O)C3C(c4ccc(C(=O)O)cc4)NC(Cc4ccccc4)(C(=O)O)C3C2=O)c([N+](=O)[O-])c1 (stereo unspecified)	-8%	13%	14%	0	8%	-9%	1%	·	-7%
6	COc1ccc(NC(=O)c2ccc(NCC3CCCO3)c([N+](=O)[O-])c2)cc1 (stereo unspecified)	-13%	14%	22%	-16	-5%	2%	-8%	-2%	2%
7	CNc1cc(N2CCN(S(=O)(=O)N(C)C)CC2)ccc1[N+](=O)[O-]	-18%	20%	15%	-16	0%	10%	-100%[inhibitor]	-13%	-8%
8	Cc1ccc(-n2nnnc2SCC(=O)Nc2ccc(N3CCN(C)CC3)cc2)c(C)c1	-11%	-1%	-23%	1	3%	0%	-4%	·	-2%
9	c1coc(CN=C2NC(=NCc3ccco3)c3ccccc32)c1	12%	1%[9.24 µM]	?	-13	12%	2%	1%	-34%	-6%[57.1 µM]
10	O=C(Nc1ccc(Cl)cc1Cl)NC1CCN(S(=O)(=O)c2ccc(F)cc2)CC1	-10%	-1%	26%	29	-6%	1%	-1%	-12%	-8%
11	CCOC(=O)N1CCC(Nc2c(NCCCN(C)Cc3ccccc3)c(=O)c2=O)CC1	5%	16%	2%	20	?	4%	-9%	4%	11%
12	Cc1ccc(NC(=O)C2CC(=O)N(C(C)c3ccccc3)C2)cc1 (stereo unspecified)	-2%	1%	3%	11	18µM*	2%	0%	-6%	2%
13	CCOC(=O)C1(C)CCCCN1C(=O)c1cccc(Cl)c1 (stereo unspecified)	11%	5%	11%	17	-11%	·	·	7%	18%[57.1 µM]
14	CCc1cccc(NC(=O)c2cccc(S(=O)(=O)N3CCN(C)CC3)c2)c1	-5%	-2%	-20%	-7	7%	?	12%	-11%	-3%[57.1 µM]
15	COc1cc(NC(=O)COC(=O)Cc2ccc(-c3ccccc3)cc2)cc(OC)c1	-5%	1%	-3%	-3	-16%	?	0%	-8%	-32%[57.1 µM]
16	Cc1ccc(OCCNS(=O)(=O)c2cccs2)cc1	2%	10%	18%	-2	-4%	3%	-6%	26%	2%

Rewritten with two lines to a compound: entries from further up.
Below each compound: KB-3-1 tox | HT1080 IDH1KD tx | HT1080NT lethal | IL-1B inflam inh | KB-V1 cytotox | MCF10A rereplic | SW480 rerep | ATXN2 expr inh | WRN helicase inh
9. c1coc(CN=C2NC(=NCc3ccco3)c3ccccc32)c1
  12% | 1%[9.24 µM] | ? | -13 | 12% | 2% | 1% | -34% | -6%[57.1 µM]
10. O=C(Nc1ccc(Cl)cc1Cl)NC1CCN(S(=O)(=O)c2ccc(F)cc2)CC1
  -10% | -1% | 26% | 29 | -6% | 1% | -1% | -12% | -8%
11. CCOC(=O)N1CCC(Nc2c(NCCCN(C)Cc3ccccc3)c(=O)c2=O)CC1
  5% | 16% | 2% | 20 | ? | 4% | -9% | 4% | 11%
12. Cc1ccc(NC(=O)C2CC(=O)N(C(C)c3ccccc3)C2)cc1 (stereo unspecified)
  -2% | 1% | 3% | 11 | 18µM* | 2% | 0% | -6% | 2%
13. CCOC(=O)C1(C)CCCCN1C(=O)c1cccc(Cl)c1 (stereo unspecified)
  11% | 5% | 11% | 17 | -11% | · | · | 7% | 18%[57.1 µM]
14. CCc1cccc(NC(=O)c2cccc(S(=O)(=O)N3CCN(C)CC3)c2)c1
  -5% | -2% | -20% | -7 | 7% | ? | 12% | -11% | -3%[57.1 µM]
15. COc1cc(NC(=O)COC(=O)Cc2ccc(-c3ccccc3)cc2)cc(OC)c1
  -5% | 1% | -3% | -3 | -16% | ? | 0% | -8% | -32%[57.1 µM]
16. Cc1ccc(OCCNS(=O)(=O)c2cccs2)cc1
  2% | 10% | 18% | -2 | -4% | 3% | -6% | 26% | 2%

Continued.
item	structure	KB-3-1 tox	HT1080 IDH1KD tx	HT1080NT lethal	IL-1B inflam inh	KB-V1 cytotox	MCF10A rereplic	SW480 rerep	ATXN2 expr inh	WRN helicase inh
17	O=C(c1cccc(-c2ccccc2F)c1)N1CC[C@@H](N2CCC(O)CC2)[C@H](O)C1	-19%	-3%	-3%	-1	11%	19%	-38%[inhibitor]	-10%	2%
18	CC(=O)Nc1ccccc1NC(=O)c1cc(C)cc(C)c1	10%	8%	14%	31	-21%	-4%	-53%[inhibitor]	-18%	?
19	CCOc1ncccc1C(=O)N1CCN(S(=O)(=O)c2ccc3c(c2)OCCO3)CC1	1%	2%	-1%	2	9%	8%	-2%	-5%	7%
20	Cc1c(-c2cccc(NC(=O)c3ccco3)c2)nc2ncccn12	25%	-3%	4%	0	-21%	-2%	-10%	-18%	-24%
21	Cc1cc(Cc2ccc([N+](=O)[O-])cc2)c(C)cn1	-16%	-13%	-7%	-11	?	0%	-1%	-24%	8%
22	Nc1c([N+](=O)[O-])cc2c3c(cccc13)CC2	2%	?	-21%	0	-21%	·	·	0%	-1%[57.1 µM]
23	COC(=O)c1ccc(C(=O)OC)c(NC(=S)N2CCN(c3cc(Cl)ccc3C)CC2)c1	?	1%	-4%	3	21µM*	1%	-2%	3%	9%
24	COc1ccc(-n2c(Cc3cccn3C)nnc2SCC(=O)Nc2nccs2)cc1	4%	-5%	-7%	-29	-7%	-10%	1%	-31%	9%
25	O=C(CC12CC3CC(CC(Br)(C3)C1)C2)NC1=NCCS1	-5%	2%	-12%	21	?	-5%	-2%	-3%	-4%
26	OCc1nc2ccccc2n1CCOc1ccccc1	-15%	-6%	-8%	-24	5%	-6%	0%	·	4%
27	Cc1oc(-c2ccccc2Cl)nc1CS(=O)CC(=O)NCc1ccc2c(c1)OCO2 (stereo unspecified)	5%	-1%	-3%	-13	-1%	-5%	-11%	·	0%
28	CN1CCN(C(=O)CCN2C(=O)c3ccccc3C2=O)CC1	10%	-1%	-1%	0	?	1%	-37%[inhibitor]	-1%	2%
29	CCOC(=O)C1(C)CCCN(C(=O)c2cccc(Cl)c2)C1 (stereo unspecified)	0%	4%	9%	37	-12%	·	·	-4%	-2%
30	Cc1cc(-c2ccccc2)nc(N/N=C/c2ccc(N(C)C)cc2)n1	0%	9%	-18%	-20	?	?	3%	·	-5%
31	Cc1c(Br)c([N+](=O)[O-])nn1C(C)C(=O)N1CCCc2ccccc21 (stereo unspecified)	16%	-8%	-3%	10	?	11%	-7%	3%	-8%
32	O=C(CSCc1ccc(Cl)cc1Cl)Nc1nccs1	-2%	13%	-3%	-2	4%	?	-5%	·	-4%
33	Cc1ccc(C(=O)NC2CCCCNC2=O)cc1C (stereo unspecified)	3%	1%	1%	30	5%	2%	9%	4%	13%
34	CSc1ccc(CSCC(=O)N2CCN(S(=O)(=O)c3ccc(C)cc3C)CC2)cc1	?	-2%	-4%	-29	?	11%	-1%	-6%	-3%
35	CCN(CC)c1ccc(N=Cc2c(C)[nH]c3ccccc23)cc1	1%	?	?	23	-19%	18%	8.2µM*	-1%	-18%
36	O=C(O)C1Nc2c(C(=O)N3CCOCC3)cccc2C2C=CCC12 (stereo unspecified)	-10%	-9%	-5%	6	0%	-5%	-7%	2%	56µM*
37	O=C(CN1CCCCC1)N1CCCc2c1c(=O)oc1ccc(OCc3ccccc3)cc21	?	?	-13%	-19	?	12%	1%	-19%	-2%
38	COc1ccccc1C(=O)Nn1c(-c2cccs2)nc2ccccc2c1=O	10%	-16%	-10%	-3	21%	10%	9%	3%	1%
39	CC(C)CNC(=O)C1(C)CCCN1C(=O)CSc1ccccc1 (stereo unspecified)	0%	1%	20%	24	2%	·	·	2%	1%
40	COc1ccccc1Nc1nc(N)nc(CN2CCCCC2)n1	-9%	16%	7%	11	1%	0%	-1%	-5%	-3%
41	O=C(NC1CCCCC1)C(c1ccco1)N(C(=O)c1csnn1)C1CCCC1 (stereo unspecified)	18%	1%	-3%	0	16µM*	0%	-5%	0%	4%
42	CCCN1CCC(=O)N(CCN=[N+]=[N-])CC1	0%&12%	4%	-1%	6	-2%&14%	-2%	8%	1%	0%
43	COc1ccc(C2(C(=O)NCCN3CCOCC3)CCOCC2)cc1	5%	-2%	-4%	5	3%	2%	-3%	-1%	-5%
44	Nc1nncn1C(=O)CCc1ccccc1	-7%	0%	-2%	7	2%	-1%	-2%	5%	1%
45	O=C(Nc1ccccc1NS(=O)(=O)c1ccc(F)cc1)C1CCCC1	10%	11%	10%	-6	-25%	-1%	3%	-24%	1%
46	O=C(c1cn(-c2ccccc2)nc1-c1ccc(F)cc1)N1CCOCC1	14%	19%	13%	-12	-13%	23%	-2%	1%	1%
47	Cc1ccc(O)c(C(=O)c2cnc3c(c2)c(C)nn3-c2ccccc2)c1	0%	-1%	0%	-6	0%	10%	9%	0%	0%
48	O=C(N[C@H]1CCC(=O)N([C@H](CSc2ccc(Br)cc2)Cc2ccccc2)CC1)OCc1ccccc1	?	-1%	0%	-23	11%&-38%	-8%	25%	2%	-4%
